Screens deposited in PubChem by The Scripps Research Institute Molecular Screening Center.
TAAR1 antag – human TAAR1 antagonism. Q96RJ0. 1.5% of 360,000 active. AID 624466. CHO RD-HGA16 TAAR1, Fluo-8 calcium fluorescence, antagonist. inhibition, % at 3 µM;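 active means inhibition above a per-plate cutoff, the mean inhibition of test compounds on that plate plus 3 SD, cut at about 49% in these data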;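 further: 0% = DMSO plus EC80 beta-PEA response and 100% = DMSO alone without agonist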
Target sequence (Q96RJ0 whole entry, looked up): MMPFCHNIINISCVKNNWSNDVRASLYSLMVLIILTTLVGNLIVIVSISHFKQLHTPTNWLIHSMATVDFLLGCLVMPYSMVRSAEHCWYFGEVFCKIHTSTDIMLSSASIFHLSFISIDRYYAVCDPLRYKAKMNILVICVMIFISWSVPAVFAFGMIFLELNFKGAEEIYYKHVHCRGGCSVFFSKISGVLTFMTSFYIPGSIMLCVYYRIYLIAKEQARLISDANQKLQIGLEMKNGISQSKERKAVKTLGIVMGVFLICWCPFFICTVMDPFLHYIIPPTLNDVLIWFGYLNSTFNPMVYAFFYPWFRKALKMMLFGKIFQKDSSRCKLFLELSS
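Test system – hTAAR1-expressing CHO RD-HGA16 cells, Gα16-coupled · Also added – β-PEA at EC80 concentration, post-compound challenge · Compound – 3 µM, single point · Incubation – dye loading 75 min at 37 °C, then 30 min room temperature · Measured by – Fluo-8 intracellular calcium dye fluorescence, real-time kinetic reads · Benchmarks – vehicle and agonist controls · Replicates – singlicate, one well per test compound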
CHO-K1 Ca PAM – M1 PAM counterscreen hit in parental CHO-K1 cells; activation, % at 3 µM; ATP EC20, Fluo-8 calcium fluorescence; 0% at ATP EC20, 100% at ATP max; 0.02% of 360,000 active;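 active means activation above the run cutoff, the mean activation of all test compounds plus 3 SD, cut at about 40% in these data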;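 further: peak over basal fluorescence ratio in a 140 s read after ATP addition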
M1 ag – activates human CHRM1 receptor; P11229; CHO-K1 hM1, Fluo-8 calcium fluorescence, agonist mode; 0% DMSO, 100% acetylcholine EC100; activation, % at 3 µM; 0.33% of 360,000 active;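 active means activation above the run's mean compound activation plus 3 SD, cut at about 16% in these data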;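 further: peak over basal fluorescence ratio within a 140 s kinetic read after compound addition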
Target sequence (P11229 whole entry, looked up): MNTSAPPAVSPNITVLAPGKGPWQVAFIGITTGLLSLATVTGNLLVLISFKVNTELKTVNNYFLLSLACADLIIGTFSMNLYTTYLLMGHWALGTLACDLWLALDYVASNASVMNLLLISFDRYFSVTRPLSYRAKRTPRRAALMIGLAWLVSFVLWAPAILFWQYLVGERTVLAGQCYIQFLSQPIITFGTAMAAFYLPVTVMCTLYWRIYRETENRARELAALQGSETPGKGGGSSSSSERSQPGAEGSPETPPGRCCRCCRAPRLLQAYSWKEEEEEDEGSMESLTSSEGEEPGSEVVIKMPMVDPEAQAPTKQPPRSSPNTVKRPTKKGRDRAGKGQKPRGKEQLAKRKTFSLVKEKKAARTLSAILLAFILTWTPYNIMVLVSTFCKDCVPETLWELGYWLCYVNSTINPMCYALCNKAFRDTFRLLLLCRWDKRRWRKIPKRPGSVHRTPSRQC
CHRM1 antagonist – antagonists of human M1 muscarinic receptor; P11229; CHO-K1 hM1, Fluo-8 calcium fluorescence, ACh EC80 antagonist; inhibition, % at 3 µM; 1.3% of 360,000 active;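 active means percent inhibition above its own plate's cutoff, namely the mean of that plate's compound wells plus 3 SD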;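 further: peak over basal fluorescence ratio during 140 s after agonist addition; 0% = ACh EC80 plus DMSO and 100% = DMSO alone without agonist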
CHO parental Ca – signal in parental CHO cells, OX1R antagonist counter-screen; parental CHO-K1, ATP-induced calcium, Fluo-8 fluorescence; inhibition, % at 5.6 µM; 0.63% of 330,000 active;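 active means inhibition above that plate's mean sample inhibition plus 3 SD, cut at about 26% in these data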;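 further: 0% = ATP-challenged DMSO wells and 100% = DMSO wells without ATP; some compounds past the cut are filed as inactive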
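Assay system: parental CHO cells; Read-out basis: percent inhibition of ATP-evoked calcium rise, normalized to controls; Benchmarks: ATP and no-ATP DMSO wells; Compound dosing: single nominal dose of 5.6 µM per compound; Signal: Fluo-8 calcium dye fluorescence; Also added: ATP as calcium-mobilizing challenge; Repeats: singlicate.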
TAAR1 agonist – agonists of human TAAR1. CHO RD-HGA16 TAAR1, Fluo-8 calcium fluorescence; vehicle wells 0%, saturating PEA agonist 100%. activation, % at 3 µM. AID 624467. 0.99% of 360,000 active. Q96RJ0;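 active means activation above the mean activation of all test compounds in the run plus 3 SD, cut at about 38% in these data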
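Assay system: CHO-derived RD-HGA16 cells with stable Gα16 and human TAAR1; timing: 17-24 h seeding, 75 min 37 °C dye, 30 min RT; read-out: % activation from peak over basal fluorescence ratio, DMSO-to-PEA scaled; measured by: kinetic Fluo-8 calcium fluorescence; benchmarks: low control DMSO, high control PEA (EC100); doses: 3 µM single concentration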
CHRM1 PAM – human CHRM1 positive allosteric modulation; activation, % at 3 µM; CHO-K1 hM1, Fluo-8 calcium fluorescence, ACh EC20; 0% = ACh EC20, 100% = maximal ACh; 0.088% of 360,000 active; AID 588819; P11229; in the data active means activation above about 19%, passing the limit was not always enough
CHO-K1 Ca antag – nonselective inhibitor or artifact in parental CHO-K1 cells. 0.6% of 360,000 active. ATP-induced calcium, Fluo-8 fluorescence. inhibition, % at 3 µM. AID 602250;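 active means inhibition above a per-plate cutoff, the plate's mean sample inhibition plus 3 SD, cut at about 24% in these data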;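 further: 0% = DMSO plus EC80 ATP and 100% = DMSO alone without ATP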
M1 ag parental – M1 agonist counterscreen hit in parental CHO-K1 cells; Fluo-8 calcium fluorescence; scaled to maximal ATP response, vehicle zero; activation, % at 3 µM; 0.48% of 360,000 active; in the data active means activation above about 15%;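 further: untransfected CHO-K1 host cells lacking M1 receptor as counterscreen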
Active calls of the source: *; / = not tested or not shown.

SMILES	TAAR1 antag	CHO-K1 Ca PAM	M1 ag	CHRM1 antagonist	CHO parental Ca	TAAR1 agonist	CHRM1 PAM	CHO-K1 Ca antag	M1 ag parental
Cc1ccc(C(=O)N(CC(=O)NC2CCCC2)c2ccccc2Cl)s1	-3	10	-4	-15	-13	1	9	-7	0.5
Cc1ccc(C=Nc2ccccc2C(N)=O)o1	-12	30	-7	2	-2	2	-1	-15	0.5
CCOC(=O)N1CCN(C(=O)CSC2=NS(=O)(=O)c3cc(Cl)ccc3N2)CC1	-17	3	6	3	-11	-1	-4	-9	0.3
CCCCCCCCCC[n+]1cccc2c3ccccc3ccc21	3	-3	-3	82*	/	11	-23	40*	18*
NC(=O)c1cccc(-c2ccnc3c2CC(C(=O)NCc2ccccc2)O3)c1 (stereo not given)	-11	5	-2	-16	/	2	8	-3	0.2
Cc1cc(C)n(C(C)CNS(=O)(=O)c2ccc(C)c(C)c2)n1 (stereo not given)	-13	-5	-2	6	-12	1	0	-13	1.0
CCn1cc(C2=NOC(C(=O)Nc3ccc4c(c3)OCO4)C2)c(C)n1 (stereo not given)	7	-12	1	1	-6	6	-1	17	4.7
CCN(CC)C(=O)CSc1nc2ccccc2c(=O)n1CC	-22	7	-1	-6	-12	7	6	-11	-0.2
Nc1nc(SCC(=O)Nc2ccc([N+](=O)[O-])cc2)[nH]c(=O)c1NC(=O)c1ccc(Br)cc1	-6	-2	-1	-15	4	1	16	-4	0.6
C/C=C\C(=O)Nc1cccc(C2=NOC3(C2)C[C@@H](C(N)=O)N(C(=O)CCCCC)C3)c1 (stereo not given in full)	2	7	-2	6	-7	7	3	-9	0.3

Entries of single compounds from above.
Record of Cc1cc(C)n(C(C)CNS(=O)(=O)c2ccc(C)c(C)c2)n1 (stereo not given) = TAAR1 antag: -13; CHO-K1 Ca PAM: -5; M1 ag: -2; CHRM1 antagonist: 6; CHO parental Ca: -12; TAAR1 agonist: 1; CHRM1 PAM: 0; CHO-K1 Ca antag: -13; M1 ag parental: 1.0
Record of C/C=C\C(=O)Nc1cccc(C2=NOC3(C2)C[C@@H](C(N)=O)N(C(=O)CCCCC)C3)c1 (stereo not given in full) = TAAR1 antag: 2; CHO-K1 Ca PAM: 7; M1 ag: -2; CHRM1 antagonist: 6; CHO parental Ca: -7; TAAR1 agonist: 7; CHRM1 PAM: 3; CHO-K1 Ca antag: -9; M1 ag parental: 0.3

Next results:
SMILES	TAAR1 antag	CHO-K1 Ca PAM	M1 ag	CHRM1 antagonist	CHO parental Ca	TAAR1 agonist	CHRM1 PAM	CHO-K1 Ca antag	M1 ag parental
CCOC(=O)c1sc2nc(C)nc(NC3CCC(O)CC3)c2c1C (stereo not given)	-16	-16	-1	-4	-4	1	11	-6	-0.1
O=C(COC(=O)c1ccccc1NCCO)Nc1cccc(S(=O)(=O)NC2=NCCCCC2)c1	5	17	-4	-3	12	0	8	-1	0.5
O=C(NNC(=O)c1cccs1)c1ccc(Br)o1	2	16	1	-10	4	5	6	-6	-0.2
O=C(CCCOc1cccc(Br)c1)NCCOc1ccccc1	-17	9	-4	3	-7	0	1	0	2.5
CCOC(=O)c1cccc(NC(=O)c2cc(C)nn2-c2ccccc2)c1	25	19	-3	-10	-5	6	8	-11	3.2
Cc1cc(Cl)c2oc(C(=O)N3CCCCC3CCN3CCCC3=O)c(C)c2c1 (stereo not given)	-19	13	-3	-7	-30	2	5	-13	2.5
Cc1cc(Cl)ccc1OCC(=O)OC(C)C(=O)N(C)C (stereo not given)	-5	-2	-3	-9	-6	11	-2	0	-0.1
C=CCN(CC=C)C(=S)NC(=O)c1ccc(-c2ccccc2)cc1	5	6	-3	11	-7	12	-9	3	0.0
COc1cc(C2C(C(C)=O)=C(O)C(=O)N2c2ccc(C)cc2)ccc1O (stereo not given)	20	16	-3	0	-1	9	2	-11	0.0
COc1ccc2c(C(F)(F)F)cc(=O)oc2c1C	-12	1	-2	5	-11	2	-2	-7	0.1
CCN(CC(=O)Nc1c(F)cccc1F)C(=O)c1cc(S(=O)(=O)N2CCOCC2)ccc1N1CCCC1	1	-3	-3	-9	-25	3	5	8	0.3
Cc1cccc(NC(=O)c2cc(S(=O)(=O)N3CCc4ccccc43)cn2C)c1C	-9	13	-3	-20	12	2	5	-5	0.1
Cc1ccccc1NC(=O)CSc1nnc(NC(=O)C2CC2)s1	-11	-11	2	-4	-6	3	18	-6	0.1
Cc1ccnc(SCC(=O)Nc2oc(-c3ccccc3)c(-c3ccccc3)c2C#N)n1	17	13	-4	-6	-7	19	1	2	-0.4
COc1cccc(-c2cc(C(=O)N3CCc4ccccc4C3)no2)c1	5	-15	-5	-5	-15	12	4	18	0.2
Cc1ccccc1OCCNc1ccc(C(F)(F)F)cc1[N+](=O)[O-]	20	7	-4	6	-18	1	-5	1	-0.3
Cc1ccccc1C(=O)NNC(=O)CSc1nnc(C)n1-c1ccccc1	-12	-9	-2	-4	-6	0	10	11	0.2
CC(=O)c1sc2nsc(SCCN3CCCC3)c2c1N	-11	-11	-8	6	-10	4	-5	-5	0.1
COc1ccc(S(=O)(=O)Nc2cccc(S(=O)(=O)N(C)C)c2)cc1[N+](=O)[O-]	-20	17	-2	-12	/	1	5	-12	0.6
O=C(CN1CCOCC1)Nc1c(Cl)cc(Cl)cc1Cl	-13	13	1	-12	-14	6	11	-12	0.8
O=C(c1ccccc1Cl)N(Cc1ccc(Cl)c(Cl)c1)N1C(=O)CCCC1=O	-25	18	-2	-17	-15	1	8	-10	4.0
CCCCN1C(=N)N([C@@H](CN2CCC[C@H]2CN2C(N)=NC[C@@H]2Cc2ccccc2)C(C)C)C[C@H]1Cc1ccccc1	13	-20	-11	59*	-19	2	-33	11	0.1
COc1ccnc(N=CNOCc2cccc(Cl)c2Cl)c1C#N	6	19	-2	-9	-4	3	8	-16	0.6
O=C(Nc1ccccc1Cl)C1C2CCC3C(CCC21)C3(Cl)Cl (stereo not given)	-6	9	0	-4	-28	0	1	-1	0.4
Cc1nn(-c2ccccc2)c(NC(=O)c2cccs2)c(-c2ccccc2Cl)c1=O	-10	10	-1	-4	-7	0	12	-7	0.5
O=C(c1cc(F)ccc1F)C1CCCN(C(=O)CCc2cnccn2)C1 (stereo not given)	7	11	0	-8	-13	-1	11	-2	0.5
CCOc1ccc(C(=O)N2CCC3(CC2)NCCc2[nH]cnc23)cc1	-19	10	4	0	-12	12	15	4	-0.3
CCOC(=O)[C@@H]1[C@H]2COc3cc(OC)ccc3[C@H]2N2C(=O)N(c3cccc(F)c3)C(=O)[C@@]12C	9	-8	0	31*	-7	1	-18	16	-0.6
CCNc1c([N+](=O)[O-])c(=O)oc2ccccc12	-1	13	-10	-5	5	0	11	-16	1.5
Cc1ccc(N(CC(=O)Nc2ccc(C)cn2)S(=O)(=O)c2c(C)nn(C)c2C)cc1	8	-2	-6	-12	-15	17	18	9	0.2
N/C(=N\OC(=O)Cc1ccccc1)c1cccnc1	14	-5	-4	7	-6	3	-5	7	-0.2
Cc1ccc(C)c(NS(=O)(=O)c2cc(C(=O)NCc3ccco3)ccc2C)c1	9	18	-4	-9	-30	6	5	-12	4.0
Cc1ccc(NC(=S)NNC(=O)C2CC2c2ccc(C)cc2)cc1 (stereo not given)	-1	-5	-2	-9	-16	6	10	13	-0.7
O=C(COc1ccc(F)cc1Cl)Nc1ccc(N2CCOCC2)cc1N1CCOCC1	-5	-22	-1	-2	-11	0	4	10	0.2
COC[C@@H]1NS(=O)(=O)c2ccc(Br)cc2O[C@H]1c1ccccc1	-15	13	0	-9	/	1	4	4	4.0
CC1(C(=O)NCC2CCOCC2)Cc2c(-c3cccc(C(F)(F)F)c3)ccnc2O1 (stereo not given)	-10	-6	-5	-4	/	-2	3	5	-0.6
CC(C)N1CC(COc2ccc(Br)cc2)OC1=O (stereo not given)	-5	-18	-2	-1	-9	-1	5	-4	2.0
CC(=O)C1=C(c2ccccc2)OC(N)=C(C#N)C1c1ccccc1C (stereo not given)	-4	19	-4	-1	-23	11	6	-12	4.5
CN(C)c1ccc(N=Nc2ccc(C(=O)O)cc2)cc1	5	17	-3	-1	-2	1	2	-7	4.4
Cc1ccc(C)c(NC(=S)NC(NC(=O)N(C)C)C(Cl)(Cl)Cl)c1 (stereo not given)	7	19	-9	-10	-3	0	2	-21	1.1
CCc1c(C)c2cc(Cl)c(O)c(CN(C)C)c2oc1=O	-27	-1	-4	-7	2	5	10	-4	0.4
Cc1cc(Cl)cc(Cl)c1OCC(=O)NCc1ccco1	-4	-11	-3	-1	-27	-1	5	1	-0.3
COc1ccc(CCN(C)C2CCCN(S(=O)(=O)N(C)C)C2)cc1OC (stereo not given)	-12	3	2	-11	-11	6	4	11	-0.6
Cc1cc(C)n(-c2nc(NCCCN(C)C)c3c4c(sc3n2)CCCC4)n1	-35	12	-6	-19	-18	4	22	-11	1.7
CN1CCCN(Cc2nc(-c3cccc(C(F)(F)F)c3)no2)CC1	1	3	-4	15	-7	0	-7	-2	4.7
CC(=O)Nc1nc(C)c(Oc2cccc(C(F)(F)F)c2)c(=O)[nH]1	-20	17	1	-28	1	1	10	-13	0.3
CC(NC(=O)Cn1nc(-c2ccccc2)ccc1=O)c1ccccc1 (stereo not given)	-2	0	0	-7	-2	6	4	-11	0.6
COc1ccc(Cl)cc1NC(=O)CN(C)C(=O)c1cn(-c2ccccc2)nc1-c1cccnc1	58*	0	-2	12	-22	13	-2	8	6.2
CC(C)(C)c1ccc(S(=O)(=O)N2CCC(O)(c3ccc(Cl)cc3)CC2)cc1	32	5	-4	71*	-8	5	-25	-1	4.7
Cc1cc2ccccn2c1C(=O)c1ccc(N/N=C/c2ccc(C(=O)O)cc2)c([N+](=O)[O-])c1	8	7	-3	-7	/	-3	5	-5	0.2

The list goes on:
SMILES	TAAR1 antag	CHO-K1 Ca PAM	M1 ag	CHRM1 antagonist	CHO parental Ca	TAAR1 agonist	CHRM1 PAM	CHO-K1 Ca antag	M1 ag parental
COc1cc(CNc2ncc(-c3ccc(Br)cc3)n2C)cc(OC)c1O	2	0	-4	11	-18	0	-5	6	5.5
CC(=O)C1=CCC(c2ccc(C(C)C)cc2)N(S(=O)(=O)c2ccc(C)cc2)C1 (stereo not given)	11	3	-5	15	/	1	-8	13	0.3
CCN(CC)c1ccc(/C=N/Nc2nc3ccccc3[nH]2)cc1	-14	-1	-9	16	/	0	-12	17	0.5
COc1ccc(CNC(=O)/C=C/[C@H]2O[C@@H](n3cnc4c(NC(=O)c5ccccc5)ncnc43)[C@H](O)[C@@H]2O)cc1	0	18	-5	-1	/	0	7	3	1.9
CCOc1ccc(NC(=O)CCC(=O)Oc2ccc(C)cc2)cc1	0	6	-2	-5	4	2	0	-10	1.2
O=C(NNC(=O)c1ccc(Br)o1)c1ccc(NC(=O)c2ccccc2)cc1	7	13	-2	-7	28	31	6	-13	0.5
COc1ccc(C=C2CCC3C(=O)CCCC3(C)C2=O)cc1 (stereo not given)	-2	-15	-2	-18	/	0	11	7	0.3
COc1cc(NC(=S)Nc2ccc(Br)cc2Cl)c(OC)cc1Cl	15	31	-7	-9	-8	0	7	-14	1.6
